# High-throughput results deposited in PubChem by Sanford-Burnham Center for Chemical Genomics.
# APJ antag: APJ receptor antagonism. P35414. AID 2521. inhibition, % at 20 µM. CHO-K1 APJ beta-arrestin complementation, luminescence. hit rate 0.32% among 330,000;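 active = inhibition above about 40% at 20 µM, limit read from the data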;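 note: cells challenged with 10 nM apelin-13 agonist together with compound; plate controls were apelin-13 plus DMSO wells for no effect and DMSO wells lacking apelin-13 for full effect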
# EBI2 block: EBI2 (human) antagonism | inhibition, % at 5 µM | EBI2 beta-arrestin recruitment, luminescence, 7a,25-OHC stimulated | hit rate 0.81% among 360,000 | AID 651636 | P32249; in the data active = inhibition above about 38%;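 note: enzyme fragment complementation signal reports receptor beta-arrestin coupling in cells; 0% = agonist plus DMSO wells and 100% = wells without agonist; some results beyond the cut were filed as inactive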
# Target sequence (P32249 whole entry, looked up, the tested form may be a part): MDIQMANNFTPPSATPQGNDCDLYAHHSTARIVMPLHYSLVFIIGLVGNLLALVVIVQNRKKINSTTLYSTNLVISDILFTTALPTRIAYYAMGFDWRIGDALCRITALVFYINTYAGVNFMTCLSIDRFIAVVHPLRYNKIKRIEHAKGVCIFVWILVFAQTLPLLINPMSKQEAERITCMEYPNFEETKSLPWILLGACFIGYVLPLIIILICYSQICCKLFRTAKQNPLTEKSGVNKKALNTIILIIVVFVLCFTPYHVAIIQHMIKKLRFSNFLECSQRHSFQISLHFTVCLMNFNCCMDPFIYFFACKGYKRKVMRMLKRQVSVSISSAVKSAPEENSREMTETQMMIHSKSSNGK
# APJ ag: agonists of human APJ apelin receptor; P35414; CHO-K1 APJ PathHunter beta-arrestin, luminescence; 0% DMSO wells, 100% apelin; activation, % at 20 µM; hit rate 0.11% among 330,000; AID 2520;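 active = activation more than six SD over the plate average, tested at 20 µM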;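 note: 0% = DMSO alone and 100% = apelin-13 at 10 nM; some results filed as inactive read as strong as hits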
#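 system = engineered CHO-K1 APJ arrestin reporter cells | input = 1000 cells per well | timing = overnight seeding, 90 min compound at 25 °C, 1 h detection | measured by = enzyme-fragment complementation luminescence | read-out = beta-arrestin recruitment to APJ as agonist activity, luminescent signal | control set = negative DMSO alone, positive Apelin-13 at 10 nM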
# tim23-1 inh: inhibits growth of tim23-1 mutant yeast. AID 463212. S. cerevisiae tim23-1 growth, BacTiter-Glo luminescence, 24 h. hit rate 1.3% among 330,000. inhibition, % at 20 µM;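 active = growth inhibition of the mutant yeast at or above 50%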;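 note: temperature-sensitive mutant grown at 25 °C; plate controls were DMSO-treated mutant yeast for no effect and medium wells lacking yeast for full effect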
# Mdm2 MdmX PPI: human Mdm2/MdmX binding inhibition | O15151+Q00987 | SaOS-2 split-luciferase Mdm2/MdmX complementation, luminescence | inhibition, % at 8 µM | hit rate 3% among 330,000;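 active = inhibition of at least 50% at 8 µM in the primary screen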
# XBP1 UPR activ: adaptive UPR (XBP1) activation | AID 463104 | hit rate 0.33% among 330,000 | activation, % at 20 µM | CHO-XBP1 luciferase reporter, IRE1-XBP1 UPR activation, luminescence; percent of tunicamycin response, DMSO as zero;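 active = versus positive control, 20 µM dose yields 30% or more activation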;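 note: 100% = tunicamycin at 10 µg/mL and 0% = DMSO only wells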
#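 Assay system: IRE1-XBP1 luciferase reporter CHO line. Input: 1000 cells/well. Buffer or medium: F12 with 10% serum. Doses: 20 µM, 1% DMSO. Times: overnight seeding at 37 °C, 6 h compound treatment at 37 °C. Technique: Steady-Glo luciferase glow luminescence, 10 min after reagent addition.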
# CCR6 antag: antagonists of human CCR6 receptor; P51684; CHO-K1 CCR6 PathHunter beta-arrestin, luminescence, CCL20-stimulated; inhibition, % at 20 µM; hit rate 0.49% among 340,000; AID 493098;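 active = compounds whose inhibition of the agonist-driven luminescence signal at 20 µM reaches about 50%, limit read from the data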;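 note: cells stimulated with CCL20 at 14 nM final; plate controls were DMSO with CCL20 for no effect and DMSO without agonist for full effect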
# Target sequence (P51684 whole entry, looked up): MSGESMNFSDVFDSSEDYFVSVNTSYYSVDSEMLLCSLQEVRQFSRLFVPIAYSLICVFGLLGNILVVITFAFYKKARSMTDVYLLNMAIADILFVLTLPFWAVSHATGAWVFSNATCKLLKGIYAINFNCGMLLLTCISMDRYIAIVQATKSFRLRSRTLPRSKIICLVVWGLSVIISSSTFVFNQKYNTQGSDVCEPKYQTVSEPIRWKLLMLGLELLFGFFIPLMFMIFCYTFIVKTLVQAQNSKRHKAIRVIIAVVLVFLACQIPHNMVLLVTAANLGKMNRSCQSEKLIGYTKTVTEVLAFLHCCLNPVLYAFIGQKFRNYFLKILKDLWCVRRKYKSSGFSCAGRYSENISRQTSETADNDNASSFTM
# CXCR6 block: CXCR6 (human) receptor inhibition. O00574. CHO-K1 PathHunter CXCR6 beta-arrestin, luminescence. inhibition, % at 20 µM. hit rate 0.36% among 360,000. AID 602244; in the data active = inhibition above about 34%, passing the limit was not always enough;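 note: antagonist mode with CXCL16 agonist at 10 nM final; 0% = 10 nM CXCL16 with DMSO and 100% = unstimulated wells without agonist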
# Target sequence (O00574 whole entry, looked up): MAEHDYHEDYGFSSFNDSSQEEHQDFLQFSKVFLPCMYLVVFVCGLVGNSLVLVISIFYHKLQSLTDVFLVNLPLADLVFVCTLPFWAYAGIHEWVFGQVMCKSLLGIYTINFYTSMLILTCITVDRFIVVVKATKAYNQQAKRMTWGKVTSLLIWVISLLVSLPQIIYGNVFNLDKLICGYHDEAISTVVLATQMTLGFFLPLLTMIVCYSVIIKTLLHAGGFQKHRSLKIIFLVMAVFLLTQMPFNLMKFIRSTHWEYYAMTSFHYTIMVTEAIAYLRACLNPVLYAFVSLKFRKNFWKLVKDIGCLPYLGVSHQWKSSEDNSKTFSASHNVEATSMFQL
# CHOP UPR activ: activators of apoptotic arm of unfolded protein response (CHOP) | CHO-CHOP luciferase reporter, UPR activation, luminescence; percent of tunicamycin response over DMSO baseline | activation, % at 10 µM | hit rate 0.34% among 330,000;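 active = at 10 µM dose, activation of 40% or more, normalized to positive control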;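 note: 100% = tunicamycin at 10 µg/mL and 0% = DMSO alone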
#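 System: CHO CHOP reporter cells. Amount: 500 cells per well. Buffer or medium: F12 medium, 10% FBS. Compound dosing: one dose, 10 µM in 0.5% DMSO. Incubation: 6 h compound exposure at 37 °C after overnight seeding. Technique: Steady-Glo luciferase luminescence. Benchmarks: tunicamycin and DMSO controls.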
# The depositor's hits bear a star; . = no result given.
[1] CCN(CC(=O)Nc1ccc(NC(C)=O)cc1)C(=O)/C=C/c1ccc([N+](=O)[O-])cc1
[2] Cc1csc(NC(=O)CCc2nc3ccccc3s2)n1
[3] O=c1c2nncn2c2cc(C(F)(F)F)ccc2n1CCNc1ncc(C(F)(F)F)cc1Cl
[4] Cc1ccc(C(=O)N(CCN2CCCCC2)CC2CCCN(C3CCCC3)C2)s1 (stereo unspecified)
[5] Cc1ccsc1/C=N/n1c(-c2cccnc2)n[nH]c1=S
[6] CC(=O)Oc1ccccc1-n1c(C)nc(=O)c(-c2ccccc2)c1C
[7] CCOc1ccccc1Nc1ccc2nonc2c1[N+](=O)[O-]
[8] COc1cccc(C(=O)NC(=S)Nc2cccnc2)c1

screen / no.	1	2	3	4	5	6	7	8
APJ antag	-24	-8	-5	-26	16	6	-9	21
EBI2 block	-11	-1	-6	-2	-5	-4	-6	-12
APJ ag	9	0	-5	9	-2	-4	3	-5
tim23-1 inh	3	-30	-4	-4	-1	13	5	8
Mdm2 MdmX PPI	16	-41	1	1	4	2	9	0
XBP1 UPR activ	-2	-2	2	-6	-2	1	3	2
CCR6 antag	-12	7	4	13	22	5	15	34
CXCR6 block	-2	2	-8	-7	-2	-6	0	23
CHOP UPR activ	-0.1	-0.5	-0.8	3.6	-1.6	1.8	1.1	4.4

[9] CCOC(=O)c1c(NC(=O)C(C)N2CCN(C(=O)c3ccco3)CC2)sc2c1CCCC2 (stereo unspecified)
[10] COc1cc(/C=N/NC(=O)CNC(=O)/C=C/c2ccco2)cc(OC)c1OC
[11] Cc1cccc(OC(C)C(=O)NC2CCS(=O)(=O)C2)c1C (stereo unspecified)
[12] O=C(O)c1ccccc1NC(=O)C1CCN(S(=O)(=O)c2cccc3nsnc23)CC1
[13] CCN(Cc1ccccc1)C(=O)c1c(-c2ccccc2Cl)noc1C
[14] CN(C)CCCN1c2ccccc2CCc2ccccc21
[15] C=CCSc1nnc(NC(=O)C2CSC3(C)CCC(=O)N23)s1 (stereo unspecified)
[16] CCOC(=O)c1ccc(NC(=O)CCOc2ccccc2)cc1

screen / no.	9	10	11	12	13	14	15	16
APJ antag	16	0	6	2	18	-5	10	8
EBI2 block	20	-2	3	-5	3	-2	-1	13
APJ ag	-3	1	-6	6	-4	8	-5	-1
tim23-1 inh	31	7	-4	17	31	1	13	22
Mdm2 MdmX PPI	50	-6	13	18	4	7	-1	-8
XBP1 UPR activ	-4	0	-4	-4	-3	-2	-1	2
CCR6 antag	16	19	16	11	19	-2	8	-1
CXCR6 block	16	-2	3	4	14	11	-8	-2
CHOP UPR activ	0.4	1.0	1.2	2.4	-0.8	-2.1	0.8	0.1

[17] Cc1ccc(OCCC(=O)OCC(=O)Nc2c(C)nn(-c3ccccc3)c2C)cc1
[18] CC(=O)Nc1ccc2c3c(cccc13)C(=O)N(c1ccccc1)C2=O
[19] C=CCNC(=O)C1=NN(c2c(F)c(F)cc(F)c2F)C(=O)CC1
[20] C=CCc1c(C)nc(C)nc1N/N=C/c1ccc(F)cc1
[21] CC(C)=CCCC(C)CN1CCC(N2CCC(C(=O)N3CCCC3)CC2)CC1 (stereo unspecified)
[22] COc1cccc(CNc2ccc3[nH]c(=O)[nH]c3c2)c1OCc1ccccc1Cl
[23] CCc1cc2cc(C)ccc2nc1SCC(=O)NC1CCCC1
[24] Cc1ccc(NS(=O)(=O)c2ccc(/C=C/C(=O)O)cc2)cc1Cl

screen / no.	17	18	19	20	21	22	23	24
APJ antag	4	1	1	2	-4	0	9	-5
EBI2 block	8	-11	0	7	-1	-6	11	-6
APJ ag	2	-4	-3	-1	2	0	-3	-2
tim23-1 inh	26	-1	23	3	-12	39	6	13
Mdm2 MdmX PPI	-12	27	14	19	20	25	12	-24
XBP1 UPR activ	3	-2	-1	-4	3	-2	0	-4
CCR6 antag	-6	1	-3	0	3	3	14	7
CXCR6 block	-4	2	-8	0	-5	-10	11	-4
CHOP UPR activ	0.2	-0.9	1.2	-0.7	1.9	1.0	1.2	2.7

[25] C=CCNC(=O)N1CCc2[nH]c3ccc(F)cc3c2C1
[26] COC(=O)C1=C(C)n2nnnc2NC1c1cc2ccccc2o1 (stereo unspecified)
[27] CC(C)=CC1C(C(=O)NCCOc2ccccc2)C1(C)C (stereo unspecified)
[28] CCCn1c(C)cc(C(=O)COc2ccc(-c3nnco3)cc2)c1C
[29] COC(=O)CCN1CCN(S(=O)(=O)c2ccccc2Br)CC1
[30] O=C(c1ccc(-n2cncn2)c([N+](=O)[O-])c1)N1CCN(S(=O)(=O)c2ccc(F)c(F)c2)CC1
[31] C#C[C@]1(O)CC[C@H]2[C@@H]3[C@H](C)CC4=C(CCC(=O)C4)[C@H]3CC[C@@]21C
[32] CCNC(=S)N1C2CCC1CC(NC(=O)NC1CCCCC1)C2 (stereo unspecified)

screen / no.	25	26	27	28	29	30	31	32
APJ antag	-2	-1	3	0	2	-8	-13	1
EBI2 block	4	4	12	4	2	0	.	3
APJ ag	1	-3	1	0	-3	15	0	-2
tim23-1 inh	-3	16	10	27	6	2	47	9
Mdm2 MdmX PPI	8	-4	33	9	2	8	21	21
XBP1 UPR activ	0	-2	-4	-2	-3	-4	-3	-5
CCR6 antag	3	3	-1	1	3	-20	.	-6
CXCR6 block	-3	-1	-3	-10	-4	2	.	1
CHOP UPR activ	7.3	-1.0	-0.5	0.5	0.0	-1.3	0.8	0.7

[33] C/C(=N\O)C(=O)NCCN1CCCCC1
[34] CCNc1nc(Oc2ccc(C(=O)OC)cc2)nc(N2CCOCC2)n1
[35] Cc1cc(C)cc(NC(=O)CSc2nnc(-c3ccccc3C)o2)c1
[36] O=C(c1ccco1)N1CCN(C(=O)c2cn(-c3ccccc3)nc2-c2ccccc2)CC1
[37] Cc1nnc(SCC(=O)NC(=O)Nc2ccc3c(c2)OCCO3)n1N
[38] Cc1cc(C(=O)N2CCN(S(=O)(=O)c3ccccc3)CC2)c(C)o1
[39] COc1ccc(NS(=O)(=O)c2cn(C)cn2)cc1Cl
[40] OC(CN1CCCC(C(F)(F)F)C1)c1ccccc1 (stereo unspecified)

screen / no.	33	34	35	36	37	38	39	40
APJ antag	0	9	-21	21	7	5	-12	-2
EBI2 block	1	0	6	-5	-6	4	-14	6
APJ ag	0	-3	-2	-3	-4	-6	-3	0
tim23-1 inh	-3	-2	10	17	-5	1	7	11
Mdm2 MdmX PPI	-11	24	-47	-20	-8	-1	-8	-32
XBP1 UPR activ	0	-2	-3	-1	-1	0	-7	-2
CCR6 antag	1	1	18	0	6	10	9	15
CXCR6 block	1	-16	-4	-4	-18	-6	0	-11
CHOP UPR activ	-0.1	-0.2	2.1	2.6	3.1	0.7	-1.0	-1.9

# Excerpt: nos. 36–40
[36] O=C(c1ccco1)N1CCN(C(=O)c2cn(-c3ccccc3)nc2-c2ccccc2)CC1
[37] Cc1nnc(SCC(=O)NC(=O)Nc2ccc3c(c2)OCCO3)n1N
[38] Cc1cc(C(=O)N2CCN(S(=O)(=O)c3ccccc3)CC2)c(C)o1
[39] COc1ccc(NS(=O)(=O)c2cn(C)cn2)cc1Cl
[40] OC(CN1CCCC(C(F)(F)F)C1)c1ccccc1 (stereo unspecified)

screen / no.	36	37	38	39	40
APJ antag	21	7	5	-12	-2
EBI2 block	-5	-6	4	-14	6
APJ ag	-3	-4	-6	-3	0
tim23-1 inh	17	-5	1	7	11
Mdm2 MdmX PPI	-20	-8	-1	-8	-32
XBP1 UPR activ	-1	-1	0	-7	-2
CCR6 antag	0	6	10	9	15
CXCR6 block	-4	-18	-6	0	-11
CHOP UPR activ	2.6	3.1	0.7	-1.0	-1.9

# Next results follow.
[41] Cc1ccc(-n2c(SCc3cn4ccsc4n3)nc3ccccc3c2=O)cc1
[42] COc1ccc(C(=O)CSc2nnc(C3CCCCC3)n2N)c(OC)c1
[43] COc1ccc(S(=O)(=O)N2CCC(C(=O)Nc3cc(Cl)ccc3N3CCOCC3)CC2)cc1OC
[44] O=C(CCCN1C(=O)[C@H]2CC=CC[C@H]2C1=O)NCc1nc(-c2ccc(Cl)cc2)no1
[45] O=C(CN1CCN(S(=O)(=O)c2cccc(F)c2)CC1)NCC1(N2CCOCC2)CCCCC1
[46] Cc1ccc(-c2cc(C(=O)N3CC(C)OC(C)C3)c3ccccc3n2)o1 (stereo unspecified)
[47] COc1cc(C(=O)OCC(=O)Nc2cccc(S(=O)(=O)N3CCCC3)c2)ccc1OCC(C)C
[48] COC(=O)CCCCCCCCC(O)CN1CCCCC1 (stereo unspecified)

screen / no.	41	42	43	44	45	46	47	48
APJ antag	32	-20	1	-17	-6	2	-58	0
EBI2 block	2	5	14	3	4	-17	6	6
APJ ag	-1	0	-3	-2	-1	0	7	-3
tim23-1 inh	40	25	2	24	5	27	2	8
Mdm2 MdmX PPI	8	26	24	27	20	20	18	11
XBP1 UPR activ	2	0	3	0	-1	4	-3	-1
CCR6 antag	30	2	6	2	6	-2	1	2
CXCR6 block	36	7	11	3	-7	1	-6	-4
CHOP UPR activ	1.3	-0.2	1.7	0.4	-1.8	1.7	3.9	2.9

[49] CC(C)(C)c1n[nH]c(=S)n(N)c1=O
[50] COc1ccc2oc(-c3ccccc3[N+](=O)[O-])cc(=O)c2c1
[51] COCCOC(=O)c1c(C)nc(SCC(=O)Nc2ccc(C)cc2)c(C#N)c1-c1ccco1
[52] N=c1n(Cc2ccccc2)c2ccccc2n1CC(O)c1ccco1 (stereo unspecified)
[53] O=C(c1ccc(COc2c(F)c(F)c(F)c(F)c2F)o1)N1CCN(Cc2ccc3c(c2)OCO3)CC1
[54] COc1cccc(-c2cc(C(F)(F)F)n3ncc(C(=O)N4CCc5ccccc5C4)c3n2)c1
[55] Cc1cc(C)cc(NC(=O)OCCN2CCN(Cc3ccccc3)CCC2=O)c1
[56] Cc1ccc(-c2cc(C(=O)N3CCN(c4ncccn4)CC3)c3ccccc3n2)cc1

screen / no.	49	50	51	52	53	54	55	56
APJ antag	23	10	2	8	-6	-5	-62	4
EBI2 block	-15	0	-12	6	6	16	10	-16
APJ ag	-6	2	-5	0	7	1	7	3
tim23-1 inh	11	-13	5	-9	37	30	5	30
Mdm2 MdmX PPI	1	44	24	35	3	17	-3	20
XBP1 UPR activ	-2	5	-2	-3	3	1	-3	7
CCR6 antag	-18	-2	15	2	-3	23	15	1
CXCR6 block	-8	-2	8	-3	5	7	2	8
CHOP UPR activ	-0.1	7.0	-1.2	2.4	0.7	-0.9	1.6	5.8

# The list is partial, so the mix of outcomes need not match the whole.
